tim23-1 inh: inhibits growth of tim23-1 mutant yeast; AID 463212; S. cerevisiae tim23-1 growth, BacTiter-Glo luminescence, 24 h; inhibition, % at 20 µM; actives 1.3% (n = 330,000);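 active means growth inhibition of the mutant yeast at or above 50%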;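 further: temperature-sensitive mutant grown at 25 °C; plate controls were DMSO-treated mutant yeast for no effect and medium wells lacking yeast for full effect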
APJ antag: APJ receptor antagonism | CHO-K1 APJ beta-arrestin complementation, luminescence | AID 2521 | inhibition, % at 20 µM | actives 0.32% (n = 330,000) | P35414;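 active means inhibition above about 40% at 20 µM, limit read from the data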;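 further: cells challenged with 10 nM apelin-13 agonist together with compound; plate controls were apelin-13 plus DMSO wells for no effect and DMSO wells lacking apelin-13 for full effect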
APJ agonist: agonists of human APJ apelin receptor | P35414 | CHO-K1 APJ PathHunter beta-arrestin, luminescence; 0% DMSO wells, 100% apelin | activation, % at 20 µM | actives 0.11% (n = 330,000) | AID 2520;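 active means activation more than six SD over the plate average, tested at 20 µM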;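 further: 0% = DMSO alone and 100% = apelin-13 at 10 nM; some results filed as inactive read as strong as hits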
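Assay system: CHO-K1 cells stably expressing ProLink-tagged human APJ and arrestin–beta-gal acceptor. Compound dosing: 20 µM single point, 1% DMSO. Times: 16-18 h seeding, 90 min dark compound exposure, 60 min detection. Detection: beta-gal luminescence. Evaluation: APJ–arrestin association signal. Controls: negative DMSO alone, positive Apelin-13 at 10 nM.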
Mdm2-MdmX inh: disrupts the human Mdm2-MdmX interaction. SaOS-2 split-luciferase Mdm2/MdmX complementation, luminescence. inhibition, % at 8 µM. actives 3% (n = 330,000);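 active means inhibition of at least 50% at 8 µM in the primary screen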
Target sequence (O15151 whole entry, looked up): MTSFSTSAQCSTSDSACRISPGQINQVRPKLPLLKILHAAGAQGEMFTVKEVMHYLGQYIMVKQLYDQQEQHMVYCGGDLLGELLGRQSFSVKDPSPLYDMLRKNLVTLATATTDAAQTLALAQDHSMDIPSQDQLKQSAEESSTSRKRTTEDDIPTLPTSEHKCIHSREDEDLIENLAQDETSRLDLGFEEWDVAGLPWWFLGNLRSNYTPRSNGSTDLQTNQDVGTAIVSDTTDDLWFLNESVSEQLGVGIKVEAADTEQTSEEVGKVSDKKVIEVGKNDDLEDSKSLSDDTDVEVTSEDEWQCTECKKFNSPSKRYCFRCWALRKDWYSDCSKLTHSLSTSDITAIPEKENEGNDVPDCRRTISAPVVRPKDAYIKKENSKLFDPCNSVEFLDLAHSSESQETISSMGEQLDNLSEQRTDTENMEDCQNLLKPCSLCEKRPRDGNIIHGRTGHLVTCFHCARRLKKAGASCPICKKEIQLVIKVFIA
Target sequence (Q00987 whole entry, looked up): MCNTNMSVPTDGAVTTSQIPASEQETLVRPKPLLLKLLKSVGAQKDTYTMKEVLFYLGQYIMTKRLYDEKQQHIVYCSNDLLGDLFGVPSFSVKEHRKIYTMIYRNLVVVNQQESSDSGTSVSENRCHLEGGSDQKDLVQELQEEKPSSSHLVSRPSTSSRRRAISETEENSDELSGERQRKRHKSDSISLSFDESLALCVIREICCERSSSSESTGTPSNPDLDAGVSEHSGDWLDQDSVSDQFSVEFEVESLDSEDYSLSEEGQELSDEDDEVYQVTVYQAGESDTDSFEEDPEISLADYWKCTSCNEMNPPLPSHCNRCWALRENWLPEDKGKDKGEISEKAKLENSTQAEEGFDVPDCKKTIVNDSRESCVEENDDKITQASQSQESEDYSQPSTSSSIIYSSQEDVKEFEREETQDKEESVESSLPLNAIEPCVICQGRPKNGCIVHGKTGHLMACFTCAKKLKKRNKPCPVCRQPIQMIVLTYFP
EBI2 block: EBI2 (human) antagonism | EBI2 beta-arrestin recruitment, luminescence, 7a,25-OHC stimulated | inhibition, % at 5 µM | actives 0.81% (n = 360,000) | AID 651636; in the data active means inhibition above about 38%;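 further: enzyme fragment complementation signal reports receptor beta-arrestin coupling in cells; 0% = agonist plus DMSO wells and 100% = wells without agonist; some results beyond the cut were filed as inactive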
UPR XBP1 act: activators of adaptive arm of unfolded protein response (XBP1); activation, % at 20 µM; AID 463104; CHO-XBP1 luciferase reporter, IRE1-XBP1 UPR activation, luminescence; percent of tunicamycin response, DMSO as zero; actives 0.33% (n = 330,000);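 active means versus positive control, 20 µM dose yields 30% or more activation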;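 further: 100% = tunicamycin at 10 µg/mL and 0% = DMSO only wells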
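Assay system: CHO-XBP1 luciferase reporter cells; Schedule: 6 h treatment, 37 °C; Detection: glow luminescence from Steady-Glo reagent; Benchmarks: high control tunicamycin 10 µg/mL final, low control DMSO vehicle only.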
CXCR6 block: CXCR6 (human) receptor inhibition | AID 602244 | inhibition, % at 20 µM | actives 0.36% (n = 360,000) | CHO-K1 PathHunter CXCR6 beta-arrestin, luminescence; in the data active means inhibition above about 34%, passing the limit was not always enough;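 further: antagonist mode with CXCL16 agonist at 10 nM final; 0% = 10 nM CXCL16 with DMSO and 100% = unstimulated wells without agonist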
CCR6 antag: antagonists of human CCR6 receptor; CHO-K1 CCR6 PathHunter beta-arrestin, luminescence, CCL20-stimulated; inhibition, % at 20 µM; actives 0.49% (n = 340,000); AID 493098;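 active means compounds whose inhibition of the agonist-driven luminescence signal at 20 µM reaches about 50%, limit read from the data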;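 further: cells stimulated with CCL20 at 14 nM final; plate controls were DMSO with CCL20 for no effect and DMSO without agonist for full effect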
UPR CHOP act: activators of apoptotic arm of unfolded protein response (CHOP) | CHO-CHOP luciferase reporter, UPR activation, luminescence; percent of tunicamycin response over DMSO baseline | activation, % at 10 µM | actives 0.34% (n = 330,000);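 active means at 10 µM dose, activation of 40% or more, normalized to positive control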;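 further: 100% = tunicamycin at 10 µg/mL and 0% = DMSO alone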
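Test system: CHO CHOP reporter cells. Input: 500 CHO-CHOP cells per well. Medium: F12 with 10% FBS. Technique: luciferase luminescence. Measure: percent activation relative to tunicamycin control. Dosing: 10 µM compound, 0.5% DMSO. Timing: 16-18 h cell attachment, then 6 h compound exposure, 37 °C.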
An asterisk follows results filed as active. This is a subset. The share of hits here may be higher or lower than overall.

SMILES	tim23-1 inh	APJ antag	APJ agonist	Mdm2-MdmX inh	EBI2 block	UPR XBP1 act	CXCR6 block	CCR6 antag	UPR CHOP act
O=c1cc(-c2ccc(O)cc2)oc2c([C@@H]3O[C@H](CO)[C@@H](O)[C@H](O)[C@H]3O)c(O)c([C@@H]3O[C@H](CO)[C@@H](O)[C@H](O)[C@H]3O)c(O)c12	2	6	-3	0	-9	1	3	3	-0.3
Cc1ccc(S(=O)(=O)N2CCSC2)cc1C	18	7	2	-6	-5	-3	-5	7	-1.2
CCOc1cccc(C(=O)N/N=C/c2coc3ccccc3c2=O)c1	42	-2	18	5	-3	-2	-27	-7	0.0
COc1cccc(/C=C/C(=O)OCC(=O)Nc2ccc3[nH]c(=O)[nH]c3c2)c1OC	-1	-5	-5	8	-2	-3	17	5	1.0
CC(=O)c1cccc(NC(=S)NC(=O)Cc2ccccc2)c1	29	-4	1	3	-5	2	9	7	2.0
CCCCCC1C/C(=N\O)C=C(C)C1C(=O)OC (configuration not stated)	12	21	-3	5	4	-1	-1	10	2.3
COc1ccc(/C=N/NC(=O)c2ccco2)cc1Cn1nc(C)c([N+](=O)[O-])c1C	13	9	1	11	13	2	-6	9	0.2
Cc1ccc(N(CC(=O)N2CCCCC2)S(=O)(=O)c2ccc(C)cc2)cc1	13	13	-3	-6	13	3	-10	-2	-0.1
Cn1c(=O)n(C)c2cc(NS(=O)(=O)c3cccs3)ccc21	2	6	-1	6	-1	-2	1	13	-0.6
COC(=O)C(NS(C)(=O)=O)(c1c(C)[nH]c2ccccc12)C(F)(F)F (configuration not stated)	4	10	1	10	-5	-1	-8	-1	-1.2
Cc1nn(CC(=O)NCCCN2CCC(N3CCCCC3)CC2)c(=O)c2cc(-c3ccccc3)nn12	-62	8	-1	95*	-1	2	4	-6	1.2
O=C(CN1CCN(C(=O)C2COc3ccccc3O2)CC1)Nc1ccccc1 (configuration not stated)	31	17	-2	-13	-1	-3	4	40	-2.6
CCSc1nnc([C@H](C)NC(=O)OC(C)(C)C)o1	17	6	-2	-17	5	-4	-9	-8	-0.2
CCC(CC)C(=O)Nc1cc(OC)c(OC)cc1C(=O)O	4	5	0	-7	-12	-1	0	-16	0.4
C=C1c2cc(C)ccc2NC(=O)N1c1ccc(C)cc1	25	-3	-2	-34	9	-1	18	28	-1.3
C/C(=N\NS(=O)(=O)c1ccc(Br)cc1)c1ccncc1	3	-10	4	-17	19	-3	-4	-1	0.6
CCOc1ccc(C(=O)NCC2(c3ccccc3)CCOCC2)cc1	2	12	-2	-4	-4	3	4	7	1.6
Cc1c(C(=O)NCc2ccccn2)sc2nc(-c3ccccc3)cn12	-2	14	-1	-29	-4	3	-10	-6	2.4
COc1ccc(Cl)cc1NC(=S)NCCc1c[nH]c2ccccc12	33	9	-4	10	25	-2	-10	-9	-0.8
Cc1ccccc1CN1CCN(C(=O)c2ccco2)CC1	6	5	-3	21	-9	6	-7	-2	0.0
CC(=O)Cc1nsc(NC(=O)c2ccc(Br)o2)n1	31	11	-1	-12	-8	-2	-2	-1	-1.0
Cc1ccccc1-n1c(=O)n(Cc2ccc(C(=O)O)cc2)c(=O)c2[nH]cnc21	5	5	-4	-9	-2	-1	-4	4	1.1
COc1ccccc1CNS(=O)(=O)c1c(C)nc2scc(C)n2c1=O	6	7	-4	-10	-6	2	-1	8	0.6
CN(CC(=O)Nc1cccc(F)c1)C(=O)c1ccc(-n2cncn2)c([N+](=O)[O-])c1	-9	-77	1	-3	2	-3	-19	-3	-0.4
COc1ccc(OC)c(S(=O)(=O)NCCCN2CCCC2=O)c1	0	-7	-8	1	-1	-4	4	-6	-1.0

A second format for eleven compounds above:
| Compound | tim23-1 inh | APJ antag | APJ agonist | Mdm2-MdmX inh | EBI2 block | UPR XBP1 act | CXCR6 block | CCR6 antag | UPR CHOP act |
| --- | --- | --- | --- | --- | --- | --- | --- | --- | --- |
| O=c1cc(-c2ccc(O)cc2)oc2c([C@@H]3O[C@H](CO)[C@@H](O)[C@H](O)[C@H]3O)c(O)c([C@@H]3O[C@H](CO)[C@@H](O)[C@H](O)[C@H]3O)c(O)c12 | 2 | 6 | -3 | 0 | -9 | 1 | 3 | 3 | -0.3 |
| Cc1ccc(S(=O)(=O)N2CCSC2)cc1C | 18 | 7 | 2 | -6 | -5 | -3 | -5 | 7 | -1.2 |
| CCOc1cccc(C(=O)N/N=C/c2coc3ccccc3c2=O)c1 | 42 | -2 | 18 | 5 | -3 | -2 | -27 | -7 | 0.0 |
| COc1cccc(/C=C/C(=O)OCC(=O)Nc2ccc3[nH]c(=O)[nH]c3c2)c1OC | -1 | -5 | -5 | 8 | -2 | -3 | 17 | 5 | 1.0 |
| CC(=O)c1cccc(NC(=S)NC(=O)Cc2ccccc2)c1 | 29 | -4 | 1 | 3 | -5 | 2 | 9 | 7 | 2.0 |
| CCCCCC1C/C(=N\O)C=C(C)C1C(=O)OC (configuration not stated) | 12 | 21 | -3 | 5 | 4 | -1 | -1 | 10 | 2.3 |
| COc1ccc(/C=N/NC(=O)c2ccco2)cc1Cn1nc(C)c([N+](=O)[O-])c1C | 13 | 9 | 1 | 11 | 13 | 2 | -6 | 9 | 0.2 |
| Cc1ccc(N(CC(=O)N2CCCCC2)S(=O)(=O)c2ccc(C)cc2)cc1 | 13 | 13 | -3 | -6 | 13 | 3 | -10 | -2 | -0.1 |
| Cn1c(=O)n(C)c2cc(NS(=O)(=O)c3cccs3)ccc21 | 2 | 6 | -1 | 6 | -1 | -2 | 1 | 13 | -0.6 |
| COC(=O)C(NS(C)(=O)=O)(c1c(C)[nH]c2ccccc12)C(F)(F)F (configuration not stated) | 4 | 10 | 1 | 10 | -5 | -1 | -8 | -1 | -1.2 |
| Cc1nn(CC(=O)NCCCN2CCC(N3CCCCC3)CC2)c(=O)c2cc(-c3ccccc3)nn12 | -62 | 8 | -1 | 95* | -1 | 2 | 4 | -6 | 1.2 |

Going on with the list.
SMILES	tim23-1 inh	APJ antag	APJ agonist	Mdm2-MdmX inh	EBI2 block	UPR XBP1 act	CXCR6 block	CCR6 antag	UPR CHOP act
COc1cccc2cc(-c3ccnc(N)n3)oc12	-1	5	4	-2	-7	2	-3	-7	2.0
Cc1ccc(S(=O)(=O)Nc2nc3ccccc3s2)cc1	29	3	1	-15	-5	-1	0	-12	-1.1
CSc1cccc(N2CC(C(=O)NCCN3C(=O)S/C(=C\c4cccnc4)C3=O)CC2=O)c1 (configuration not stated)	9	-39	5	-5	-5	-3	1	2	2.1
Cc1nnc(N2CCCC(C(=O)NCc3cccc(F)c3)C2)c2nn(-c3ccccc3)c(C)c12 (configuration not stated)	-1	15	-7	26	9	-5	19	17	-0.2
CCC(=O)Nc1ccc(C(=O)n2nc(C)cc2C)cc1	24	-18	4	-3	-8	-3	-2	-8	0.3
O=C(C1=C[C@H](c2coc3ccccc3c2=O)C[C@H](OCCCCO)O1)N1CCOCC1	-1	5	-2	-17	-3	-1	-1	10	3.0
N#Cc1cn(CCOc2ccccc2F)c2ccccc12	8	6	-2	6	15	4	7	22	3.1
CCOC(=O)c1c(C)c(C(=O)NCc2cccs2)c(C)n1C	9	7	-2	15	4	0	-3	7	0.0
O=[N+]([O-])c1cc(-c2cnc3ccccc3n2)ccc1Oc1ccc(Cl)cc1	7	11	-5	7	40	1	6	13	3.8
Cc1ccc(CNC(=O)C2CCN(C(=O)Nc3ccc(C)cc3)CC2)cc1	-2	3	-3	21	62*	-2	2	13	0.5
COc1cc(NC(=O)C(C)Oc2ccccc2)c(OC)cc1NC(=O)c1ccccc1 (configuration not stated)	28	-19	2	9	9	-3	3	16	-1.7
COc1ccc(C(=O)NNC(=O)C(=O)Nc2ccc(C)c(Cl)c2)cc1	12	0	2	6	-12	1	2	-4	-1.6
CCc1ccccc1NC(=O)Cn1nnc(-c2cccs2)n1	-11	2	1	18	-1	-4	-4	-5	-0.3
CC(C)n1cc(C(=O)c2cc(Br)ccc2O)cc(C#N)c1=O	13	-7	1	32	-1	12	-7	10	-2.6
CC(C)(C)C(=O)/C(=C/c1ccncc1)n1cncn1	20	23	-3	100*	23	-6	11	12	25
COCCOCCOCCC(=O)NC1CC2CCC1(C)C2(C)C (configuration not stated)	6	-4	-3	27	0	1	4	-1	-0.6
CC(C)CCN1CC(C(=O)NCc2ccc(F)cc2)CC1=O (configuration not stated)	14	3	-2	-1	-4	-4	1	-3	-1.5
c1ccc2c(c1)NC(CN1CCOCC1)CO2 (configuration not stated)	21	6	-1	12	5	3	-2	-4	-0.5
O=C(CNc1ccccc1)Nc1ccc(F)cc1	14	8	-3	-69	-1	5	2	4	5.5
CC(=O)N1CCN(C(=O)COC(=O)/C=C/c2ccccc2[N+](=O)[O-])CC1	-10	7	-1	4	-12	-2	3	-2	-0.4
CC(C(=O)Nc1ccc(F)c(F)c1F)N(C)Cc1cccs1 (configuration not stated)	-3	-10	-4	16	6	-3	-12	6	1.1
O=C(O)C1CC=CCC1C(=O)Nc1ccc(N2CCN(Cc3ccccc3)CC2)cc1 (configuration not stated)	4	-7	-4	2	0	-1	-1	3	-2.3
O=C(C1CCN(S(=O)(=O)c2cccc3nsnc23)CC1)N1CCc2ccccc21	0	5	-1	26	5	-2	1	6	-2.2
COc1cc(C(C(=O)NC2CCCC2)N(C(=O)c2snc(C(N)=O)c2N)C2CCCC2)cc(OC)c1OC (configuration not stated)	17	16	-2	-6	4	-2	11	-1	1.2
Cc1c(C(=O)N2CCCC2)c(S(=O)(=O)N2CCN(c3ccccc3F)CC2)c(C)n1C	14	14	-3	22	-3	-3	0	14	0.7
Next structures follow.
SMILES	tim23-1 inh	APJ antag	APJ agonist	Mdm2-MdmX inh	EBI2 block	UPR XBP1 act	CXCR6 block	CCR6 antag	UPR CHOP act
CC(C)C(NC(=O)c1cccs1)c1nnc(SCC(=O)Nc2nccs2)n1C (configuration not stated)	-4	9	0	11	-2	1	10	9	0.6
COc1ccc(NC(=O)c2c(C)cc(=O)oc2C)c(OC)c1	-2	3	-4	-7	7	-2	-8	-5	0.5
COC(=O)c1cc(S(=O)(=O)NCc2ccccc2Cl)c[nH]1	-5	5	-1	5	-3	-5	-8	-7	0.7
COc1ccc(/C=N\Nc2ccc([N+](=O)[O-])cc2[N+](=O)[O-])c(C(=O)O)c1OC	23	-28	2	-3	-3	11	-4	13	0.2
Cc1cc(NC(=O)C2CCN(S(=O)(=O)c3c(C)noc3C)CC2)ccc1Br	-4	2	8	2	-1	-5	-6	13	-0.3
Cc1snc(S(=O)(=O)Cc2ccccc2Cl)c1C#N	20	-5	-2	-7	0	-5	4	7	-0.2
COc1cccc(OC)c1C(=O)NC(=S)N1CCOCC1	11	-2	-2	18	1	-4	5	-6	-0.1
COc1ccc(Nc2cc(NCCCO)c([N+](=O)[O-])c3nonc23)cc1	17	20	-3	7	20	4	12	21	-2.0

Bioassay records from PubChem.
